Bioassay records from PubChem BioAssay.
TLR9-MyD88 block = blocks human TLR9 binding to MyD88 | AID 504734 | inhibition, % at 4.98 µM | Q9NR96+Q99836 | 340,000 compounds, 0.21% hits | CHO BLA complementation TLR9-MyD88, CCF4 FRET ratio;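 active = inhibition above the mean over all tested compounds plus 3 SD, cut at about 21% in these data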;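 note: 0% = DMSO only wells and 100% = clavulanate BLA inhibitor control wells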
NCOA1 inh = inhibitors of human steroid receptor coactivator 1 (SRC1) | HEK293 GAL4-SRC1 luciferase reporter, luminescence | inhibition, % at 3.6 µM | 360,000 compounds, 0.12% hits;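 active = inhibition above the campaign mean plus 3 SD, with each screening campaign given its own cutoff, cut at about 60% in these data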;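 note: 0% = DMSO treated cells and 100% = gossypol at 36 µM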
NCOA2 inhibitor = inhibits human steroid receptor coactivator 2. 370,000 compounds, 0.17% hits. HEK293 GAL4-SRC2 luciferase reporter, luminescence. Q15596. inhibition, % at 9 µM;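 active = inhibition above the mean inhibition of all tested compounds plus 3 SD, set per campaign, cut at about 52% in these data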;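 note: 0% = DMSO treated cells and 100% = cells given Gossypol at 36 µM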
TWEAK-Fn14 inh = blocks TWEAK-Fn14 interaction in a reporter cell assay; 360,000 compounds, 2% hits; inhibition, % at 10 µM; TWEAK-stimulated Fn14 reporter cells, luciferase luminescence, 8 h; in the data active = inhibition above about 50%
NR2F2 inh = NR2F2 (human) inhibition, primary screen | P24468 | HEK293T NGFI-A luciferase reporter, luminescence | 370,000 compounds, 0.7% hits | inhibition, % at 8.6 µM;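 active = inhibition above a per-plate cutoff, mean inhibition of test wells between control levels plus 3 SD, cut at about 38% in these data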;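 note: cells cotransfected with COUP-TFII expression vector driving the NGFI-A reporter; 0% = median of COUP-TF2 test wells and 100% = reporter-only cells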
ABHD5 PLIN5 PPI = inhibitors of human ABHD5-perilipin-5 interaction. Q00G26+Q8WTS1. Split G. princeps luciferase complementation, luminescence, 4 h. inhibition, % at 4 µM. 360,000 compounds, 0.78% hits. AID 602281;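 active = inhibition above the mean inhibition across every tested compound plus 3 SD, cut at about 22% in these data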;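 note: 0% = DMSO only wells and the 100% control is not disclosed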
SRC3 inh = inhibitors of human steroid receptor coactivator 3 (SRC3) | Q9Y6Q9 | HEK293 GAL4-SRC3 luciferase reporter, luminescence | inhibition, % at 3.6 µM | 360,000 compounds, 0.17% hits | AID 588352;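 active = inhibition above a per-campaign cutoff, the mean of all compounds plus 3 SD, cut at about 60% in these data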;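 note: 0% = DMSO-treated cells and 100% = gossypol-treated cells at 36 µM; higher means less SRC3-driven luciferase light from the GAL4 reporter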
Target sequence (Q9Y6Q9 whole entry, looked up, the tested form may be a part): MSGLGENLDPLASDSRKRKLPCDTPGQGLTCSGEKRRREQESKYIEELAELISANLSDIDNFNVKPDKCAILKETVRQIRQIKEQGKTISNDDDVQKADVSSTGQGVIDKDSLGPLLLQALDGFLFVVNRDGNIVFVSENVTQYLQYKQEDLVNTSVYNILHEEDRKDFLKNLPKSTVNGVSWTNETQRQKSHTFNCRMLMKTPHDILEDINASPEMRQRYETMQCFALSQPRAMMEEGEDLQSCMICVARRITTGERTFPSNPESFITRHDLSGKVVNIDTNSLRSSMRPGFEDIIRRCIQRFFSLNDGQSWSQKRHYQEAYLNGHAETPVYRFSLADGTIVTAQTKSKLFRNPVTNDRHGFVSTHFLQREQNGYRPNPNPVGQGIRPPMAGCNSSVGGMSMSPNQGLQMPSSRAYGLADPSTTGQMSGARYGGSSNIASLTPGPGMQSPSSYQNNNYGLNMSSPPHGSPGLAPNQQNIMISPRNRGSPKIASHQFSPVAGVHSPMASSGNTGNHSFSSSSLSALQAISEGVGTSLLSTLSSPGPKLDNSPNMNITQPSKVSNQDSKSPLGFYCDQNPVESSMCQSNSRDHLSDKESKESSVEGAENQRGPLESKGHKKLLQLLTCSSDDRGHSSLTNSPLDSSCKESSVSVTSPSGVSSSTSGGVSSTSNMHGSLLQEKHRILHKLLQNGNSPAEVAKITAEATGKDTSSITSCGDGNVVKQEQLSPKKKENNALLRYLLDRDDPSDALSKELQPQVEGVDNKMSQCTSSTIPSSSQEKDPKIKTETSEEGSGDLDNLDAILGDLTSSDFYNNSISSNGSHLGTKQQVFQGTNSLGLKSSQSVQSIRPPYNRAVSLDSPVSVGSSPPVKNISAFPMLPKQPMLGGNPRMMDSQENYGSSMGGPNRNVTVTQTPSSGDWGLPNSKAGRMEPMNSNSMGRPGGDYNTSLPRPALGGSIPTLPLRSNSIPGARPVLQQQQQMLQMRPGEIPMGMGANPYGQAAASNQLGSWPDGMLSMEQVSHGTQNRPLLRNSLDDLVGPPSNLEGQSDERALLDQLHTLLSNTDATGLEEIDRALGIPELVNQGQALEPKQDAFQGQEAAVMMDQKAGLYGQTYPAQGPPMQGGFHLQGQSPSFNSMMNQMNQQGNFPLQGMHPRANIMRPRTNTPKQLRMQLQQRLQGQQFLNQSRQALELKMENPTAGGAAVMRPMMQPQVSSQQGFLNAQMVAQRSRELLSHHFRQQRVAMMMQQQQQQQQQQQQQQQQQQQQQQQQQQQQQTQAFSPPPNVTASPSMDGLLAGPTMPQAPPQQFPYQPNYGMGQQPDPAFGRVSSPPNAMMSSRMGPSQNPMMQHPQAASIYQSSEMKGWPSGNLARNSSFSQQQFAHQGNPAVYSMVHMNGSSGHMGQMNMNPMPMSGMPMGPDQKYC
TROY signal inh = inhibitors of TROY-dependent NF-kB signaling; 360,000 compounds, 0.98% hits; AID 1347056; Q293 LMP1-TROYcd NF-kB luciferase reporter, 4 h; inhibition, % at 10 µM;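 active = compounds whose plate-normalised and pattern-corrected inhibition of the luciferase reporter signal at the single screening dose is 50% or more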
LRH-1 inv ag = inverse agonists of human LRH-1 (NR5A2). O00482. HEK293T StAR-luciferase reporter, LRH-1 transfected, 24 h. inhibition, % at 3.6 µM. 360,000 compounds, 0.13% hits. AID 602396;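 active = inhibition above the mean inhibition of all tested compounds plus 3 SD, cut at about 73% in these data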;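 note: 0% = DMSO wells and 100% = reporter-only cells lacking LRH-1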
Exocytosis inh = blocks lytic granule exocytosis; TALL-104 LAMP-1 surface exposure, flow cytometry; cells stimulated with thapsigargin and PMA; inhibition, % at 10 µM; 360,000 compounds, 0.66% hits;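 active = inhibition above about 55%, limit read from the data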
NOD2-RIPK2 inh = NOD2-RIPK2 protein interaction inhibition; O43353; CHO BLA complementation NOD2-RIPK2, CCF4 ratio; inhibition, % at 4.98 µM; 360,000 compounds, 0.38% hits; AID 624267; in the data active = inhibition above about 21%;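 note: 0% = vehicle only and 100% = reference blocker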
Starred values were filed as active, the others as inactive; / = not tested or not shown. Only part of the results is shown; rates above refer to the full screens.

SMILES	TLR9-MyD88 block	NCOA1 inh	NCOA2 inhibitor	TWEAK-Fn14 inh	NR2F2 inh	ABHD5 PLIN5 PPI	SRC3 inh	TROY signal inh	LRH-1 inv ag	Exocytosis inh	NOD2-RIPK2 inh
CCc1cc(C(=O)N(CC)CC(=O)Nc2ccc(OC)cc2)sc1C	-2.3	-3.8	-6.0	-1.8	3.5	6.7	8.4	-3.3	-12.3	-9.2	-6.0
CCc1cc(CC)c(/C=N/NC(N)=O)c(CC)c1/C=N/NC(N)=O	-3.8	-9.8	-45.6	11.2	-1.8	-0.1	-3.3	4.7	-0.8	-1.1	-3.2
CCOc1ccc2cc(/C=C/C(=O)c3ccco3)c(Cl)nc2c1	29.2*	-49.5	-13.1	-11.5	-13.3	25.3*	-19.8	-9.8	-10.3	2.3	26.6*
CC1(C)Cc2nc(Cl)c(C(=O)O)cc2CO1	/	7.3	-4.2	-5.4	-15.0	6.2	4.5	-8.1	-4.3	1.3	-11.3
O=C(CCN1C(=O)/C(=C/c2ccccc2)SC1=S)NCCCN1CCOCC1	-3.9	3.6	-1.1	12.6	-4.3	-6.9	4.9	-17.0	11.4	-3.4	-2.9
Nn1c(SCC(=O)Nc2ccc(F)cc2)nnc1C1CCCCC1	2.0	-2.2	7.3	13.2	-6.2	-3.0	16.6	1.6	-2.3	-0.6	2.2
COc1ccc(CNC(=O)C(=O)NCC2CCCN2S(=O)(=O)c2ccccc2)cc1 (stereo not given)	-6.2	-2.0	-23.6	5.2	4.7	-0.6	20.2	8.6	13.8	-2.5	-1.8
CCOc1ccc(S(=O)(=O)N2CCN(Cc3ccccc3)CC2)c2cccnc12	5.8	9.1	19.1	3.7	23.2	3.4	6.5	5.5	13.0	-0.3	-4.1
CCCCOC(=O)/C(=C/C=C/c1ccccc1)NC(=O)c1ccccc1	/	-8.9	-29.8	8.2	15.4	1.1	13.5	-63.0	-9.7	1.1	-10.9
CN(C)CCC(O)(c1ccccc1)c1ccccc1	-2.7	1.1	/	-15.0	/	4.9	7.4	12.2	-5.5	3.4	2.9
CCOC(=O)Nc1ccc2c(c1)N(C(=O)CCN1CCOCC1)c1ccccc1S2=O (stereo not given)	-6.2	-19.1	19.7	13.7	0.7	27.4*	-1.2	29.5	-29.4	0.5	18.4
Cc1ccc(CSc2nnc(Nc3ccc(C)cc3)s2)cc1	-0.6	-38.1	14.0	-14.4	1.9	-2.8	3.5	-12.0	-31.4	-0.7	1.2
Cc1ccc(S(=O)(=O)N/N=C\C=C\c2ccccc2)cc1	-5.9	3.2	10.0	20.6	7.4	6.6	9.3	-18.4	9.8	3.1	-7.1
COc1ccccc1-n1nnnc1SCC(=O)Nc1cc(C)on1	0.0	5.6	-33.8	11.8	6.6	5.4	3.3	-3.4	3.0	-2.1	-8.6
CCC(CC)c1nnc(NC(=O)[C@@H](NC(=O)c2cccc(C)c2)C(C)C)s1	9.5	-3.8	-5.9	-1.2	15.4	-0.8	10.5	10.0	-17.5	0.0	-11.7
Nc1ccccc1NC(=O)CCn1c(=S)[nH]c2ccccc2c1=O	6.5	-6.7	-12.6	-23.0	6.0	11.6	10.8	-34.4	2.9	2.0	-9.9
O=S(=O)(N1CCCCC1)N1CCN(S(=O)(=O)N2CCCCC2)CC1	5.6	2.8	-2.4	-6.5	0.8	3.8	10.9	-13.2	-4.0	-7.0	-5.0
C#CC1(O)CCC2C3CCc4cc(O)cc(C)c4C3CCC21C (stereo not given)	4.3	-9.5	8.0	26.2	-5.9	-5.1	-2.5	9.3	3.7	-6.4	2.6
Cc1ccccc1OCCSc1nnc(-c2cccnc2)n1N	-0.7	-6.1	14.6	-2.4	3.6	9.0	-17.4	-20.4	-1.8	-2.5	-14.9
CN1CCN(c2c([N+](=O)[O-])cnc3ccccc23)CC1	0.2	4.4	17.5	4.1	18.2	-3.1	11.5	10.7	0.1	10.5	0.0
COc1ccc(C(=O)Cn2cc([N+](=O)[O-])nc2C)cc1	1.0	-23.6	-10.9	12.6	20.8	7.0	-6.1	-0.5	-32.1	4.2	5.9
CC(=O)N[C@H]1[C@H](OCc2ccccc2F)O[C@H](COC(C)=O)[C@@H](OC(C)=O)[C@@H]1OC(C)=O	-4.3	5.0	-5.3	-7.3	-7.9	-0.9	12.6	-4.0	10.3	5.4	-0.3
O=S(=O)(c1ccccc1)c1nc(-c2ccccc2)oc1N1CCOCC1	-15.2	-7.3	2.6	-0.9	-7.7	-3.0	0.2	6.6	18.2	1.0	-25.7
O=C(NC(=S)Nc1ccccc1N1CCOCC1)c1cccc([N+](=O)[O-])c1	-10.9	-14.7	12.1	16.3	-12.2	3.0	-0.1	-21.3	12.7	3.6	-5.5
CCOc1ccc(NC(=O)NCCCSC2CCCCC2)cc1	0.6	51.6	20.2	-12.6	3.6	-10.3	16.6	2.8	-5.7	1.2	1.9
CC1CCN(CC(=O)Nc2nn(-c3ccccc3)nc2C(N)=O)CC1	-3.5	-23.8	20.4	4.1	-14.9	1.2	19.4	-3.4	-16.6	-0.5	-4.1
CC(CNC(=O)CC[C@H]1O[C@@H](n2ccc(=O)[nH]c2=O)[C@H](O)[C@@H]1O)c1ccccc1 (stereo not given in full)	/	-1.3	-21.6	-5.6	-4.7	1.2	-5.2	-7.6	-6.6	-0.2	6.8
Cc1nc2sccn2c(=O)c1S(=O)(=O)Nc1cccc(Cl)c1C	5.5	-6.5	18.9	-14.0	3.2	-2.8	1.8	6.3	8.9	-1.4	-2.6
CC(=O)N1c2ccccc2C2(C)C(C1(C)C)C2(Cl)Cl (stereo not given)	-0.5	-12.0	-8.4	-21.6	-4.8	-9.6	-4.3	8.3	-11.0	1.0	0.7
COc1ccc(-n2c(Cc3cccn3C)nnc2SCC(=O)Nc2ccc(C)c(Cl)c2)cc1	3.4	-8.9	-2.1	52.4*	18.6	4.7	4.7	-16.1	-19.6	-1.3	9.3
COc1cc(/C=C2/C(=N)N3C=CSC3=NC2=O)ccc1OCCCOc1c(C)cccc1C	-3.5	-10.9	-7.7	21.9	-11.1	3.2	6.3	21.4	27.9	6.3	-6.5
CC(C)(NC(=O)NC(CO)c1ccccc1)c1cccc(C(C)(C)NC(=O)NC(CO)c2ccccc2)c1 (stereo not given)	1.7	-33.5	-13.9	5.3	-3.5	0.2	6.3	-9.3	8.4	52.1	-6.4
CC(=O)OCC(=O)Nc1cc(S(=O)(=O)N2CCCCCC2)ccc1Cl	6.1	-5.4	7.6	-1.1	-0.4	-1.0	4.5	-2.2	2.1	-0.6	-8.1
CN(C(=O)c1ccccc1OCc1ccc(Cl)cc1)c1ccccc1	0.6	15.4	13.3	-9.6	15.7	4.9	-55.2	-3.8	9.1	-8.8	0.3
CC(=O)Nc1ccc(-c2csc(N/N=C\c3ccncc3)n2)cc1	/	-39.9	-16.9	-12.7	-2.8	0.1	-19.9	-44.0	-11.1	6.9	-8.2
COc1cccc(C2C(C(C)=O)=C(C)Nc3ncnn32)c1 (stereo not given)	-0.2	-0.4	/	4.8	/	-0.4	9.5	4.6	4.8	2.7	-3.8
CSc1sc(-c2nnc(SCC(=O)Nc3ccccc3)n2C)c2c1C=CCC2	/	-15.0	26.9	-17.4	12.6	-6.0	20.2	15.0	-3.8	4.3	0.9
O=[N+]([O-])c1ccccc1S(=O)(=O)Oc1ccc(/C=N/n2cnnc2)cc1	-1.2	-11.9	-51.7	4.2	-30.6	4.0	-3.6	9.0	-1.8	-3.3	-10.6
COc1cccc(C(NC(C)=O)c2nc(-c3csc4ccccc34)cs2)c1 (stereo not given)	/	-2.7	-19.5	18.1	4.6	7.9	-12.1	-5.0	0.3	-0.6	2.2
CC(SCc1ccc(C(=O)O)o1)c1ccc(C(=O)O)o1 (stereo not given)	-4.8	-5.4	-1.7	13.0	29.3	-0.2	-34.2	13.5	-4.9	-3.3	-1.1
CN1CCCN(C(=O)CNC(=O)c2ccccc2F)CC1	-0.3	-44.1	-17.4	-2.0	-14.3	14.4	3.0	11.8	-29.1	6.6	-5.4
Cc1ccc(C)n1-c1ccc(N2CCOCC2)nc1	-1.7	-4.0	/	4.2	/	-2.5	2.5	-0.3	5.2	-2.8	-3.3
COc1ccccc1N1CCN(C2CCCN(C(=O)c3cccc(-c4ccco4)c3)C2)CC1 (stereo not given)	-12.4	-8.0	16.9	-0.1	9.5	3.3	-10.0	-2.9	2.6	-7.6	-13.0
COc1ccccc1CNc1ccc(C(=O)O)cc1	-0.3	-13.4	-28.4	-8.2	-7.9	-4.1	2.1	-8.9	6.2	1.0	-8.0
O=C(NC12CC3CC(CC(C3)C1)C2)C1=COCCO1	5.1	-3.9	-13.5	0.3	-12.4	-0.5	2.6	21.7	7.4	-2.8	0.0
Cc1c(Br)c(C(F)(F)F)nn1CC(=O)N1CCCC1	4.5	-5.7	-19.0	7.0	11.6	0.2	1.5	8.2	-15.9	1.2	1.7
CN1CCN(C(=O)c2cn(C)c3ccc(S(=O)(=O)N(C)C4CCCCC4)cc3c2=O)CC1	-8.2	-5.9	-1.1	24.1	-52.0	4.8	-3.3	6.7	-20.8	-3.9	-0.4
CCN1CCC(NC(=O)Nc2ccc(F)cc2)CC1	0.8	8.5	-8.4	6.4	6.5	0.4	2.3	7.8	3.4	-0.7	-8.7
CCNc1nc(SC(C)C(=O)Nc2ccccc2)nc(N2CCOCC2)n1 (stereo not given)	2.0	5.0	1.8	-24.9	-13.4	1.1	5.1	-5.1	1.1	-1.2	-4.4
COc1ccc(NC(=O)CN(C)C(=O)c2cccc(S(=O)(=O)N3CCN(Cc4ccccc4)CC3)c2)cc1	-3.5	-1.6	/	31.4	/	5.6	15.4	6.8	20.4	2.5	-4.1
C[N+](C)(CCOc1ccccc1)Cc1ccccc1 (tested in a mixture with another compound)	-1.7	-21.6	-22.3	18.9	-10.2	-5.2	-16.0	71.1*	-2.5	1.0	-3.6
CCOc1ccc2nc(SCC(=O)NC(=O)NCc3ccco3)[nH]c2c1	2.7	-6.8	-8.8	-4.9	-0.7	2.5	20.2	-8.7	2.0	-0.6	-3.4
Cc1ccccc1Nc1nc(N)nc(CSCC(=O)Nc2cccc(Br)c2)n1	-11.6	0.1	11.4	5.8	3.4	-2.1	9.5	25.2	5.8	-5.7	-5.6

Entries of single compounds, looked up by structure.
Cc1ccc(CSc2nnc(Nc3ccc(C)cc3)s2)cc1 is entered as TLR9-MyD88 block = -0.6; NCOA1 inh = -38.1; NCOA2 inhibitor = 14.0; TWEAK-Fn14 inh = -14.4; NR2F2 inh = 1.9; ABHD5 PLIN5 PPI = -2.8; SRC3 inh = 3.5; TROY signal inh = -12.0; LRH-1 inv ag = -31.4; Exocytosis inh = -0.7; NOD2-RIPK2 inh = 1.2
CCCCOC(=O)/C(=C/C=C/c1ccccc1)NC(=O)c1ccccc1 is entered as TLR9-MyD88 block = /; NCOA1 inh = -8.9; NCOA2 inhibitor = -29.8; TWEAK-Fn14 inh = 8.2; NR2F2 inh = 15.4; ABHD5 PLIN5 PPI = 1.1; SRC3 inh = 13.5; TROY signal inh = -63.0; LRH-1 inv ag = -9.7; Exocytosis inh = 1.1; NOD2-RIPK2 inh = -10.9
